# SIAE primary = inhibitors of human sialic acid acetylesterase SIAE; SIAE FP-Rh probe binding, fluorescence polarization; hit rate 0.69% among 370,000; inhibition, % at 9.66 µM; Q9HAT2;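 active means inhibition above a cutoff: mean of compounds within the control limits plus 3 SD of those, cut at about 17% in these data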;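 further: 0% = plate median of compound wells and 100% = probe without SIAE protein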
# GC-B act = GC-B (human) receptor activation | HEK293-GC-B cells, CNP EC30, cGMP TR-FRET; 0% at EC30 CNP, 100% saturating CNP | P20594 | activation, % at 10 µM | hit rate 0.11% among 370,000;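 active means activation at 10 µM reaching about 35% in either raw or pattern-adjusted values, limit read from the data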
# GC-A act = GC-A (human) enzyme activation | P16066 | HEK293 GC-A cells, cGMP TR-FRET, EC30 ANP; 0% at EC30 ANP, 100% saturating ANP | activation, % at 10 µM | hit rate 0.14% among 370,000; in the data active means activation above about 40%
# Target sequence (P16066 whole entry, looked up): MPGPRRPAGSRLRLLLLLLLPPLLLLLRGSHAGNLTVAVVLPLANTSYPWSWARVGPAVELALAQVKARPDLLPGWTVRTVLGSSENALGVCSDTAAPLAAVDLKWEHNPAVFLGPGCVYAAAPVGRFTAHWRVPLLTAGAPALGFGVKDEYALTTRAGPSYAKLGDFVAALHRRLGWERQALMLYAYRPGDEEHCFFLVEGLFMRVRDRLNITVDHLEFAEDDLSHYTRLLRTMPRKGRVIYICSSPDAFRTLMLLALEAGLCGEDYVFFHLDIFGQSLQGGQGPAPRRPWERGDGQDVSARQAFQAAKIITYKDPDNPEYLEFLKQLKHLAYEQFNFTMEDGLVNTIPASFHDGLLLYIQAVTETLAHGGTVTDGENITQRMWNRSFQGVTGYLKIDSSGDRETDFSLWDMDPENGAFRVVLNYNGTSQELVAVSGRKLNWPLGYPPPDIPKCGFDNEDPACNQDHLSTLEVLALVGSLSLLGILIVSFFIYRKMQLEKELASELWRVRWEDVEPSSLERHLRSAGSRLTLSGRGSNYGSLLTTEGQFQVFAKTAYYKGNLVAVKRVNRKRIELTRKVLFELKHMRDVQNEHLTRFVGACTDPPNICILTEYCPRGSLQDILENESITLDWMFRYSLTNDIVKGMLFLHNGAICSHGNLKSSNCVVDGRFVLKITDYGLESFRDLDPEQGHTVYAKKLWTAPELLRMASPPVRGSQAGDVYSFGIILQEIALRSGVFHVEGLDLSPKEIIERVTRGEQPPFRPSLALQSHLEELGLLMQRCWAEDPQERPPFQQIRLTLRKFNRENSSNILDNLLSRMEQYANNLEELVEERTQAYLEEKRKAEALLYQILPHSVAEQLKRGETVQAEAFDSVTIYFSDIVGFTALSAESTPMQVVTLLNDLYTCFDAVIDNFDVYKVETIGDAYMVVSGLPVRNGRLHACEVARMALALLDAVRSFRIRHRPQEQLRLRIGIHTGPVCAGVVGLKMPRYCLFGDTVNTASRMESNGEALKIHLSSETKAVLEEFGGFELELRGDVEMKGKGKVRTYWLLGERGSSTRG
# HTRA1 inhibitor = HTRA1 (human) protease inhibition; hit rate 0.5% among 340,000; inhibition, % at 5.96 µM; AID 504803; recombinant HTRA1, FP-rhodamine activity-based probe, fluorescence polarization; in the data active means inhibition above about 36%;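 further: 0% = enzyme with DMSO and 100% = wells lacking enzyme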
# UHRF1 binding = human UHRF1 methylated DNA binding inhibitors; Q96T88; UHRF1 binding to methylated oligo, TR-FRET; inhibition, % at 4.4 µM; hit rate 0.75% among 370,000; AID 687016; in the data active means inhibition above about 21%;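 further: UHRF1 SRA domain binding a hemimethylated CpG hairpin DNA probe; 0% = median of test compound wells and 100% = reference inhibitor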
# PRMT1 inh = inhibitors of human PRMT1 | hit rate 1.3% among 370,000 | recombinant PRMT1, activity-based probe fluorescence polarization | Q99873 | inhibition, % at 2.79 µM;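 active means inhibition above about 21% made by adding two undisclosed values, limit read from the data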
# MBD2 DNA inh = MBD2-methylated oligo binding inhibition. Q9UBB5. TR-FRET, MBD2 binding to methylated oligonucleotide. inhibition, % at 4.4 µM. hit rate 0.31% among 370,000. AID 686964; in the data active means inhibition above about 13%
# ABHD4 inh = ABHD4 (mouse) inhibition, primary FP screen | purified mABHD4, FP-Rh probe fluorescence polarization | Q8VD66 | AID 720543 | hit rate 0.54% among 370,000 | inhibition, % at 8.92 µM;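 active means inhibition exceeding the mean over every tested compound plus 3 SD, cut at about 30% in these data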;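 further: 0% = plate median of compound wells and 100% = S159A mutant with DMSO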
#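 Test system: mouse ABHD4 enzyme, wild type. Reagent: FP-Rh fluorescent activity-based probe, added after compound pre-incubation. Timing: pre-incubation 45 min, probe exposure 60 min, at 25 °C. Technique: FP readout, ex 525 nm / em 598 nm. Benchmarks: high control S159A mutant with DMSO, low control median of compound wells.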
# TCR-CD3 inh = blocks the human TCR-CD3 interaction; TAMRA-labeled TCR probe fluorescence, biochemical; inhibition, % at 9.4 µM; hit rate 0.37% among 360,000; AID 651800; in the data active means inhibition above about 19%;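 further: recombinant mutant TCR 2C K166C tagged with TAMRA read by polarization; 0% = receptor in buffer alone and 100% = receptor with positive control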
# rCAG binder = binds r(CAG) RNA repeats; r(CAG) RNA repeat, TO-PRO-1 dye displacement fluorescence; inhibition, % at 3 µM; hit rate 1.3% among 370,000;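 active means inhibition above the plate cutoff, the mean of all test compounds on that plate plus 3 SD, cut at about 35% in these data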;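 further: 0% = DMSO alone and 100% = 100 µM mitoxantrone as full dye displacement; higher means more dye released from RNA so lower well fluorescence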
# * marks the source's active call; other numbers are inactive results; / = not tested or not shown. The list is partial; rates above refer to the full screens.
SMILES,SIAE primary,GC-B act,GC-A act,HTRA1 inhibitor,UHRF1 binding,PRMT1 inh,MBD2 DNA inh,ABHD4 inh,TCR-CD3 inh,rCAG binder
COC(=O)c1ccc(N2CCN(C(=O)C3CC3)CC2)c([N+](=O)[O-])c1,4,-4,-3,4,-3,-1,-8,5,1,1
Cc1cc(S(=O)(=O)Nc2cccc(C(=O)O)c2)c(C)c(S(=O)(=O)c2ccc(Cl)cc2)c1,-2,3,2,0,2,3,-2,19,-5,33
CSc1ccccc1C(=O)NCCCn1ccnc1,-2,0,2,-3,-1,-1,-2,-7,-3,4
O=C1Cc2ccccc2C(c2ccc(Cl)cc2)N1 (stereo unspecified),7,-6,-10,0,-3,-10,5,-1,6,-3
Cc1nc2cc(C(=O)O)ccc2n1C1CCCCC1,5,1,3,3,0,-2,2,5,3,1
CCc1noc(C)c1C(=O)OC(C)C(=O)Nc1cc([N+](=O)[O-])ccc1OC (stereo unspecified),-2,-6,-6,-17,0,98*,-2,0,0,-1
COc1ccc(C(=O)NCC(c2ccco2)N2CCOCC2)cc1OC (stereo unspecified),0,-1,3,-2,-2,1,2,-2,4,-3
c1cc(SC2CCCCC2)cc(-c2nc3cnccn3c2NC2CCCCC2)c1,6,3,20,-52,-4,3,-2,9,0,5
CCCCCCC(=O)Oc1cccc(C2=CC(=O)CC(C)(C)C2=O)c1,4,4,7,-16,0,0,0,-2,0,0
C#CCOc1nc2c(c(=O)n(C)c(=O)n2C)n1Cc1ccccc1,7,6,7,5,0,-3,-2,-5,-1,-2
CSCCC(NS(=O)(=O)c1ccccc1F)C(=O)Nc1cccc(C)n1 (stereo unspecified),-6,1,2,0,1,2,5,0,-3,-8
Cc1cc(Nc2ccccc2)n(-c2cccc(Cl)c2)n1,-2,0,4,-20,3,3,2,-12,-9,4
O=C(CSc1nnnn1-c1ccccc1)Nc1ncc2c(n1)CC(c1ccccc1)CC2=O (stereo unspecified),-1,1,-8,6,0,-5,-1,-8,-2,1
COc1ccc2nc(NC(=O)CCNC(=O)c3ccco3)sc2c1,-7,5,3,6,-2,-2,-5,-3,-1,2
CCOC(=O)c1ccc(NC(=O)c2cc3ccccc3o2)cc1,-15,5,3,-39,26*,1,3,-29,6,3
COC(=O)Nc1ccc(S(=O)(=O)NCc2ccccn2)cc1,-3,4,-1,3,4,1,-6,-1,-8,-2
COc1cccc(N/C(N)=N/c2nc(C(F)(F)F)cc(C(F)(F)F)n2)c1,-6,0,2,3,0,3,3,-3,1,-6
Cc1ccc(S(=O)(=O)N2CCC3(CC2)OCCO3)s1,0,4,0,2,3,-7,-3,2,0,-2
CCn1c(CN2CCOCC2)nnc1SCC(=O)Nc1ccccc1C,7,2,2,-3,2,13,7,-9,-5,-4
O=C(Nc1ccccc1Oc1ccccc1)C1CCCC1,5,1,-1,4,3,0,1,3,5,-3
Cc1ccc(-c2nnc(CN3CCCCC3C)o2)cc1 (stereo unspecified),5,-7,-2,8,3,-2,3,-2,-5,-5
Cc1cc(NS(=O)(=O)c2ccc(NC(=O)C(C)Oc3cccc(C)c3C)cc2)nc(C)n1 (stereo unspecified),1,1,-1,-3,-2,-2,-4,-6,10,18
CCSC1(SCC)N=C(N)C2(C#N)C(c3ccc(OC)c(OC)c3OC)C12C#N (stereo unspecified),0,-7,-10,-6,1,1,0,3,3,0
Cc1cccc(N2CC(O)(c3cccs3)[N+]3=C2CCCC3)c1C (stereo unspecified),-1,-6,-5,4,3,6,-4,1,-5,-1

# In the list so far, these contain an aryl thioether with sulfur outside any ring.
SMILES,SIAE primary,GC-B act,GC-A act,HTRA1 inhibitor,UHRF1 binding,PRMT1 inh,MBD2 DNA inh,ABHD4 inh,TCR-CD3 inh,rCAG binder
CSc1ccccc1C(=O)NCCCn1ccnc1,-2,0,2,-3,-1,-1,-2,-7,-3,4
c1cc(SC2CCCCC2)cc(-c2nc3cnccn3c2NC2CCCCC2)c1,6,3,20,-52,-4,3,-2,9,0,5
O=C(CSc1nnnn1-c1ccccc1)Nc1ncc2c(n1)CC(c1ccccc1)CC2=O (stereo unspecified),-1,1,-8,6,0,-5,-1,-8,-2,1
CCn1c(CN2CCOCC2)nnc1SCC(=O)Nc1ccccc1C,7,2,2,-3,2,13,7,-9,-5,-4

# Remaining list, next part.
SMILES,SIAE primary,GC-B act,GC-A act,HTRA1 inhibitor,UHRF1 binding,PRMT1 inh,MBD2 DNA inh,ABHD4 inh,TCR-CD3 inh,rCAG binder
O=C(CSc1nnnn1C1CCCCC1)Nc1ccccc1N1CCOCC1,5,0,1,2,-1,-3,-3,-3,4,-9
Cc1cc(C)cc(-n2nnc(C(=O)NCc3ccccc3Cl)c2N)c1,-3,-3,-3,-8,0,-1,-3,-17,-4,-2
O=C1OC(c2cc(Br)c(O)c(Br)c2)c2ccccc21 (stereo unspecified),2,0,-2,1,7,11,9,-2,-8,2
COc1ccc(CNC(=O)CSc2nnc(C)c(=O)[nH]2)cc1,6,0,-2,1,-3,-5,-2,-5,4,0
CCOC(=O)c1c(C)n(-c2ccc(C)cc2)c2c(C(C(C)=O)C(=O)O)c(Br)c(O)c(O)c12 (stereo unspecified),-2,-3,2,34,-2,21,4,41*,1,11
NCCc1nnc(SCc2c(F)cccc2Cl)o1,5,1,-1,-5,3,1,1,-5,3,-2
O=C(C1CCCN(S(=O)(=O)c2ccccc2)C1)N1CCCc2ccccc21 (stereo unspecified),-4,5,-3,3,-3,0,-3,11,3,-8
Cc1cc(NC(=O)Cn2nc(C(F)(F)F)c3c2CCC3)n(-c2ccccc2)n1,-2,4,-4,4,-1,0,-3,4,-2,-4
NC(=O)c1c(NC(=O)c2cc3ccccc3o2)sc2c1CCC2,-2,-8,-7,-12,-1,1,5,9,-2,8
C=CCNC(=S)NNC(=O)c1ccc(OC(C)C)cc1,3,3,1,5,-1,-1,-4,1,5,-3
O=C(O)CC(NC(=O)C1CCCCC1)c1cc([N+](=O)[O-])ccc1Cl (stereo unspecified),-2,2,-1,0,3,5,4,10,1,-1
CC(=O)c1ccc(N(C(=O)c2csnn2)C(C(=O)NC(C)(C)C)c2cccs2)cc1 (stereo unspecified),5,-2,-1,-10,-2,-3,-3,5,-2,-2

# Part of the list above, bar-delimited.
mol | SIAE primary | GC-B act | GC-A act | HTRA1 inhibitor | UHRF1 binding | PRMT1 inh | MBD2 DNA inh | ABHD4 inh | TCR-CD3 inh | rCAG binder
C#CCOc1nc2c(c(=O)n(C)c(=O)n2C)n1Cc1ccccc1 | 7 | 6 | 7 | 5 | 0 | -3 | -2 | -5 | -1 | -2
CSCCC(NS(=O)(=O)c1ccccc1F)C(=O)Nc1cccc(C)n1 (stereo unspecified) | -6 | 1 | 2 | 0 | 1 | 2 | 5 | 0 | -3 | -8
Cc1cc(Nc2ccccc2)n(-c2cccc(Cl)c2)n1 | -2 | 0 | 4 | -20 | 3 | 3 | 2 | -12 | -9 | 4
O=C(CSc1nnnn1-c1ccccc1)Nc1ncc2c(n1)CC(c1ccccc1)CC2=O (stereo unspecified) | -1 | 1 | -8 | 6 | 0 | -5 | -1 | -8 | -2 | 1

# The list continues:
SMILES,SIAE primary,GC-B act,GC-A act,HTRA1 inhibitor,UHRF1 binding,PRMT1 inh,MBD2 DNA inh,ABHD4 inh,TCR-CD3 inh,rCAG binder
CS(=O)(=O)N(CCc1ccccc1)CC(=O)Nc1ccc(OCc2ccccc2)cc1,0,-7,-1,-17,0,-1,-4,-10,3,5
CCCN(CCC)C(=O)c1ccc2c(=O)n(Cc3ccco3)c(=S)[nH]c2c1,-10,1,2,-4,5,4,3,3,-5,-2
Cc1ccc(CCNC(=O)CCNS(=O)(=O)c2ccc3c(c2)oc(=O)n3C)cc1,6,2,2,-2,3,2,6,-6,1,5
O=S(=O)(NCC1CCCO1)c1ccccc1F (stereo unspecified),-2,3,5,-10,-1,1,6,-1,-5,-1
Cc1ccc(Nc2nc(Nc3ccc(C)cc3)nc(SC3=NCCS3)n2)cc1,-45,2,0,-75,1,-1,-3,-40,3,16
CN(O)/C=C1\C(=O)Nc2ccccc21,2,-5,-16,-1,-2,15,3,5,2,1
COC(=O)[C@]12C[C@H](CC(=O)NCc3ccc(C)o3)C(=O)N(CCC3=CCCCC3)C1=C[C@H](C(C)(C)C)O[C@@H]2C,-1,4,-2,/,0,1,-5,-5,-1,1
CCOC(=O)CSc1cc(CS(C)(=O)=O)nc(-c2ccccn2)n1,0,1,-4,3,-5,-5,3,6,3,-1
Cc1cc(C)n(CC(O)COc2ccc(Cl)cc2Cl)n1 (stereo unspecified),-1,-12,-16,5,-2,-6,-1,-2,9,-4
COc1ccc(C2NC(=O)CS2)cc1OC (stereo unspecified),-1,2,5,2,1,1,-5,-8,-8,-3
CC(C)=C1C2CCC1C1C(=O)N(CCc3ccccc3)C(=O)C21 (stereo unspecified),-8,1,-2,-4,0,-2,0,1,2,-8
CCCCn1c(N)c(N(CCC(C)C)C(=O)c2cccc(N3C(=O)c4ccccc4C3=O)c2)c(=O)[nH]c1=O,-12,1,-4,5,3,7,7,-6,2,-7
O=C(COC(=O)c1sc2ccccc2c1Cl)Nc1ncc(Cl)cc1Cl,-14,2,2,-4,2,5,1,6,5,9
Cc1cc(Cl)ccc1OCc1n[nH]c(=S)n1C1CCCCC1,-2,-6,4,-26,6,26*,7,-22,-7,10
Cc1ccc(C)c(N2CCN(CCCNC(=O)CCC(=O)N3CCOc4ccc(Cl)cc43)CC2)c1,12,-19,-37,/,-4,-1,-8,4,-12,-5
C=CCNC(=O)c1ccc(-c2nc(-c3ccc(Cl)c(Cl)c3)cs2)cc1,0,-9,2,3,1,0,-1,-6,2,1
CCCC1(c2ccccc2)NC(=O)N(CC(=O)Nc2cc(C)ccc2OC)C1=O (stereo unspecified),1,6,-1,1,2,3,5,-6,-9,0
O=C(Nc1cccc(Br)c1)c1ccc2nc(N3C(=O)CCC3=O)sc2c1,-54,-24,-44,-89,2,-1,1,-55,12,44*
CCCCCCCCNS(=O)(=O)CC1NCc2ccc(C)cc21 (stereo unspecified),4,1,0,/,-6,1,-7,-7,/,5
CCN(CC)c1ccc2c(c1)OC(N)=C(C#N)C2c1cccnc1 (stereo unspecified),-16,-8,-13,0,-61,12,-27,5,4,-91

# Reprinted at random: two records from the list.
SMILES,SIAE primary,GC-B act,GC-A act,HTRA1 inhibitor,UHRF1 binding,PRMT1 inh,MBD2 DNA inh,ABHD4 inh,TCR-CD3 inh,rCAG binder
Cc1ccc(CCNC(=O)CCNS(=O)(=O)c2ccc3c(c2)oc(=O)n3C)cc1,6,2,2,-2,3,2,6,-6,1,5
O=C1OC(c2cc(Br)c(O)c(Br)c2)c2ccccc21 (stereo unspecified),2,0,-2,1,7,11,9,-2,-8,2

# High-throughput results: PubChem BioAssay, several laboratories
